SDO1 yeast rescue: sdo1-depleted yeast growth rescue | 0.21% of 140,000 active | S. cerevisiae sdo1-depleted JHY4D growth rescue, OD600 30 h; hits give high values; pdr5 snq2 efflux-pump mutant strain | z-score at 10 µM;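 active means z-score above 3 at both the 24 hr and the 30 hr optical density reads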;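 further: z-score against mean and SD of all compound wells on the same plate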
INS promoter inh: TRM-6 insulin promoter activity inhibition; TRM-6 cells (human fetal islet line), insulin promoter-eGFP reporter, imaging; reporter expression induced with tamoxifen; inhibition, % at 2 µM; 0.9% of 130,000 active; AID 1273;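 active means inhibition above the mean plus 3 SD, with well images judged a real hit on visual review, cut at about 60% in these data, passing the limit was not always enough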
SDO1 yeast rescue Rescue 24 h: second read-out of SDO1 yeast rescue, no call of its own (marks repeat the call); z-score; S. cerevisiae sdo1-depleted JHY4D growth rescue, OD600; measured here: growth rescue at 24 h;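 0 is the plate mean of compound wells and units are plate SD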
Numbers without * were called inactive; & = joins results of further samples. These rows are one share of the data; count on the stated rates, not on these rows.

SMILES,SDO1 yeast rescue,SDO1 yeast rescue Rescue 24 h,INS promoter inh
CCC(NC(C)C)C(O)c1ccc(O)c2[nH]c(=O)ccc12 (stereo unspecified),0.26,0.57,0
CC(C)=CCOc1c2ccoc2cc2oc(=O)ccc12,-0.8,-0.64,57
CN(C)CCCC1(c2ccc(F)cc2)OCc2cc(C#N)ccc21 (stereo unspecified),0.14,0.51,-45
CNCCCN1c2ccccc2CCc2ccccc21,0.34,0.04,-9
Cc1ccc(N(CC2=NCCN2)c2cccc(O)c2)cc1,0.77&0.32&0.6,0.28&0.04&0.17,-18&5&0
O=c1oc2c(O)c(O)cc3c(=O)oc4c(O)c(O)cc1c4c23,-0.89,3.2,-29

Some of these compounds in order of their number in SDO1 yeast rescue Rescue 24 h, falling.
Molecule | SDO1 yeast rescue | SDO1 yeast rescue Rescue 24 h | INS promoter inh
O=c1oc2c(O)c(O)cc3c(=O)oc4c(O)c(O)cc1c4c23 | -0.89 | 3.2 | -29
CCC(NC(C)C)C(O)c1ccc(O)c2[nH]c(=O)ccc12 (stereo unspecified) | 0.26 | 0.57 | 0
CC(C)=CCOc1c2ccoc2cc2oc(=O)ccc12 | -0.8 | -0.64 | 57

Screens as filed in PubChem.
